ADAM10 inh = inhibits human ADAM10 | O14672 | recombinant ADAM10, EDANS/DABCYL FRET peptide cleavage, 3 h | inhibition, % at 7 µM | actives 0.62% (n = 370,000) | AID 720582;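 active = inhibition above a per-campaign cutoff equal to the mean of compounds falling between control-based bounds plus 3 SD, cut at about 20% in these data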;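 note: 0% = DMSO wells while the 100% control is not disclosed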
Target sequence (O14672 214-748 limits assumed): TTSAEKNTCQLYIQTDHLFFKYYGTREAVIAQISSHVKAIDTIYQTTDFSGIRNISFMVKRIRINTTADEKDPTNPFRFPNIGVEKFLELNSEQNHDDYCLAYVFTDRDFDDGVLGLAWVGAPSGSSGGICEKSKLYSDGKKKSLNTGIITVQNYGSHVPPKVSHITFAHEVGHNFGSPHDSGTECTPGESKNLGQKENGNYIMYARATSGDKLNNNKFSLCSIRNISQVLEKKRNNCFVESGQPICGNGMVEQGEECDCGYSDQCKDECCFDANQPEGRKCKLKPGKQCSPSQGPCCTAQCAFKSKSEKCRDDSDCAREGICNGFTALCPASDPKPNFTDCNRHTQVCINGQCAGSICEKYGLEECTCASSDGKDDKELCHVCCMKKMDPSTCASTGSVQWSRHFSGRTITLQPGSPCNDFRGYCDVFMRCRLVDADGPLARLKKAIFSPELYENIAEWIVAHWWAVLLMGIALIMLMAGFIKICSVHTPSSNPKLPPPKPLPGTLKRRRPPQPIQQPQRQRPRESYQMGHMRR
GC-A act = GC-A (human) enzyme activation. activation, % at 10 µM. P16066. actives 0.14% (n = 370,000). HEK293 GC-A cells, cGMP TR-FRET, EC30 ANP; 0% at EC30 ANP, 100% saturating ANP; in the data active = activation above about 40%
ASAP1 GAP inh = ASAP1 ArfGAP inhibition; Q9ULH1; ASAP1-stimulated ARF1 GTP hydrolysis, GDP FP detection; inhibition, % at 16.5 µM; actives 0.19% (n = 360,000); AID 624377; in the data active = inhibition above about 25%;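 note: 0% = vehicle with enzyme and substrate and 100% = no enzyme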
Target sequence (Q9ULH1 325-724 limits assumed): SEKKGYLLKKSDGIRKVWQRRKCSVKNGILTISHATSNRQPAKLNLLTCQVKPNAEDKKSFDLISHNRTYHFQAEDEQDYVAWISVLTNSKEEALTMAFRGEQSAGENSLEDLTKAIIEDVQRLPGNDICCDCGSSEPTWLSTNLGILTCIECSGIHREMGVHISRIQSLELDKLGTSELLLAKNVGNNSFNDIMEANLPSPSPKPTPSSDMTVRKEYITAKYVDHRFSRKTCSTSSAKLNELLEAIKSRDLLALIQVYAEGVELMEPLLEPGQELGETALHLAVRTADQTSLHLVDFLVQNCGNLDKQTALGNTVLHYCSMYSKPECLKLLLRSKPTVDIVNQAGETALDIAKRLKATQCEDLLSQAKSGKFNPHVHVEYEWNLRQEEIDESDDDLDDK
rCAG RNA binder = binds r(CAG) RNA repeats; AID 651821; r(CAG) RNA repeat, TO-PRO-1 dye displacement fluorescence; actives 1.3% (n = 370,000); inhibition, % at 3 µM;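 active = inhibition above the plate cutoff, the mean of all test compounds on that plate plus 3 SD, cut at about 35% in these data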;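 note: 0% = DMSO alone and 100% = 100 µM mitoxantrone as full dye displacement; higher means more dye released from RNA so lower well fluorescence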
DDE Tn6 FP inh = inhibitors of Tn6 peptide binding to human fibrin DD(E) | P02675 | Fibrin DD(E) TRITC-Tn6 fluorescence polarization displacement | inhibition, % at 8.3 µM | actives 0.21% (n = 370,000);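 active = inhibition above a per-campaign cutoff: mean of compounds within control limits plus 3 SD, cut at about 15% in these data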;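 note: 0% = median of all compound wells on the plate and 100% = blocking peptide control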
ARFGAP1 inh = inhibits rat ARF GTPase activating protein 1; Arfgap1-stimulated ARF1 GTP hydrolysis, GDP FP detection; inhibition, % at 16.5 µM; actives 0.26% (n = 360,000);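 active = inhibition above a per-plate limit, mean inhibition of low control wells plus 3 SD, cut at about 25% in these data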;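 note: 0% = DMSO wells with enzyme and 100% = wells lacking Arfgap1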
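Assay system: Rat Arfgap1 GAP domain (His6, aa 1-136), purified enzyme | Buffer or medium: HEPES 25 mM pH 7.5, NaCl 150 mM, MgCl2, DTT | Schedule: GTP hydrolysis reaction 2 h at 25 °C | Signal: FP of antibody-bound GDP Alexa 633 tracer, ex 620/em 688 nm | Measure: Percent inhibition of Arfgap1-stimulated GTP hydrolysis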
GC-B act = GC-B (human) receptor activation. P20594. HEK293-GC-B cells, CNP EC30, cGMP TR-FRET; 0% at EC30 CNP, 100% saturating CNP. activation, % at 10 µM. actives 0.11% (n = 370,000);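 active = activation at 10 µM reaching about 35% in either raw or pattern-adjusted values, limit read from the data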
KLK7 zymogen act = activators of human kallikrein-7 zymogen; P49862; purified proKLK7, EDANS-DABCYL substrate fluorescence; 100% is mature enzyme control, 0% vehicle; activation, % at 7 µM; actives 0.9% (n = 370,000);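 active = activation above the mean of all tested compounds plus 3 SD, computed per campaign excluding outliers beyond control limits, cut at about 13% in these data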
sPLA2-III inh = Blocks human group III sPLA2 activity; actives 0.56% (n = 370,000); Q9NZ20; AID 743126; inhibition, % at 12.2 µM; QFRET BODIPY PC-A2 liposome hydrolysis, fluorescence;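 active = inhibition above mean plus 3 SD of compounds lying within the high and low control bounds, cut at about 19% in these data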;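 note: 0% = median of test compound wells and 100% = no enzyme DMSO wells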
GAA850 FXN act = activators of GAA850 frataxin (FXN) promoter. activation, % at 6 µM. actives 0.56% (n = 360,000). AID 540364. HEK293 lucGAA850 FXN promoter luciferase reporter, 24 h; percent of 10 µM SAHA response;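 active = activation above the average of all compounds screened plus 3 SD, cutoff fixed separately per campaign, cut at about 7.5% in these data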;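 note: 0% = DMSO wells and 100% = 10 µM SAHA wells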
* = called active by the depositor; nt = no result given. Compounds were not picked by outcome; any-hit rate near 4.5%.

SMILES | ADAM10 inh | GC-A act | ASAP1 GAP inh | rCAG RNA binder | DDE Tn6 FP inh | ARFGAP1 inh | GC-B act | KLK7 zymogen act | sPLA2-III inh | GAA850 FXN act
NC1=NC(=O)C2(COC(c3cccc([N+](=O)[O-])c3)OC2)S1 (stereo not drawn) | 2 | 2 | -5 | 0 | 4 | -9 | -2 | 0.3 | 0 | -0.5
Cc1cc(C(=O)NNC(=O)c2cccc(Cl)c2)no1 | 6 | 4 | -12 | 2 | 2 | -9 | 9 | -0.4 | 1 | 1.2
COc1ccc(C(=O)NCC(=O)OCc2ccc(Cl)cc2Cl)cc1OC | -3 | 2 | -6 | 0 | 2 | 2 | 1 | -0.4 | 13 | 0.9
N/C(=N\OC(=O)c1cccs1)c1cccc([N+](=O)[O-])c1 | -6 | -3 | -2 | -1 | 1 | 0 | -11 | -0.3 | 4 | 5.4
CCOc1ccc(Cc2onc3c2C(=O)CCC3)cc1OCC | 8 | 4 | 5 | -1 | -2 | -4 | 0 | 0.5 | 6 | 2.4
COc1ccccc1N1CCN(/N=C/c2ccc(O)c(O)c2)CC1 | 10 | -5 | -2 | 5 | -6 | -1 | -4 | -0.4 | 3 | nt
O=C(O)[C@H](Cc1ccccc1)NC(=O)N1CCN(c2ccc(F)cc2)CC1 | -4 | -5 | 6 | -3 | 2 | 19 | -1 | -0.5 | 14 | -0.3
O=C(NCc1cccs1)Nc1ccc2c(c1)OCO2 | -3 | 0 | 9 | -1 | -2 | 7 | 5 | -0.5 | 9 | 1.9
O=C(Nc1ccc2c(c1)oc1ccccc12)N1CCOCC1 | -8 | -3 | -11 | 2 | 3 | -4 | 2 | -0.1 | -5 | 2.5
CCOC(=O)c1c(NC(C)=O)no[n+]1[O-] | -13 | 5 | -17 | -1 | 2 | -10 | 4 | 0.0 | 0 | -0.6
COC(=O)c1ccccc1NC(=O)c1cccnc1 | 17 | 2 | 1 | -2 | 2 | -10 | -1 | -0.1 | 9 | -1.9
CCCOc1ccccc1C1NC(=O)NC(C)=C1C(=O)OCCOC (stereo not drawn) | -10 | -1 | 4 | 3 | -11 | 6 | 0 | 0.0 | 21* | -0.9
Clc1ccc(CON/C=N/c2ncnc3sccc23)cc1 | 2 | 3 | -5 | -3 | -2 | -4 | -4 | 0.0 | 2 | -1.9
O=C(N/N=C/c1ccc2c(c1)OCO2)c1ccc(Cn2cc([N+](=O)[O-])cn2)o1 | -6 | 2 | 7 | 3 | -4 | 9 | -4 | -0.2 | 3 | 1.9
N#Cc1ccc(-c2nc3cc(Cl)ccc3c(=O)n2O)cc1 | 0 | -1 | -1 | 1 | -7 | -7 | -7 | -0.5 | 8 | 1.6
CCOC(=O)[C@H]1[C@H]2COc3cc(OC)ccc3[C@@H]2N2C(=O)c3c(C)cc(C)cc3NC(=O)[C@@]12C | 5 | -2 | 7 | -4 | -11 | 3 | 5 | 0.1 | 4 | -1.1
CC1Cc2nc(SCC(N)=O)n(C)c(=O)c2S1 (stereo not drawn) | -25 | -4 | 15 | 0 | -11 | 1 | -1 | 0.2 | 17 | -0.2
CC1Cc2ccccc2N1C(=O)CN(C)S(=O)(=O)c1cccc2cccnc12 (stereo not drawn) | -9 | 3 | 0 | 0 | 1 | 7 | -11 | 0.0 | 6 | -1.5
CCNC(=O)C1(C)CCN1Cc1cc(-c2ccccc2)n(C)n1 (stereo not drawn) | 0 | 3 | -12 | -1 | 3 | -1 | 2 | -0.6 | -2 | -0.4
CCC(C)NC(=O)CSc1nc(-c2cccs2)cc(C(F)(F)F)n1 (stereo not drawn) | -15 | 0 | -3 | -6 | 7 | 0 | -2 | -0.3 | 4 | -1.7

Given field by field: part of the list above
Clc1ccc(CON/C=N/c2ncnc3sccc23)cc1
  ADAM10 inh = 2	GC-A act = 3	ASAP1 GAP inh = -5	rCAG RNA binder = -3	DDE Tn6 FP inh = -2	ARFGAP1 inh = -4	GC-B act = -4	KLK7 zymogen act = 0.0	sPLA2-III inh = 2	GAA850 FXN act = -1.9
O=C(N/N=C/c1ccc2c(c1)OCO2)c1ccc(Cn2cc([N+](=O)[O-])cn2)o1
  ADAM10 inh = -6	GC-A act = 2	ASAP1 GAP inh = 7	rCAG RNA binder = 3	DDE Tn6 FP inh = -4	ARFGAP1 inh = 9	GC-B act = -4	KLK7 zymogen act = -0.2	sPLA2-III inh = 3	GAA850 FXN act = 1.9

Entries of single compounds as entered above. Screens in order: ADAM10 inh, GC-A act, ASAP1 GAP inh, rCAG RNA binder, DDE Tn6 FP inh, ARFGAP1 inh, GC-B act, KLK7 zymogen act, sPLA2-III inh, GAA850 FXN act
O=C(N/N=C/c1ccc2c(c1)OCO2)c1ccc(Cn2cc([N+](=O)[O-])cn2)o1 is entered as -6, 2, 7, 3, -4, 9, -4, -0.2, 3, 1.9
CCNC(=O)C1(C)CCN1Cc1cc(-c2ccccc2)n(C)n1 (stereo not drawn) is entered as 0, 3, -12, -1, 3, -1, 2, -0.6, -2, -0.4
CCC(C)NC(=O)CSc1nc(-c2cccs2)cc(C(F)(F)F)n1 (stereo not drawn) is entered as -15, 0, -3, -6, 7, 0, -2, -0.3, 4, -1.7
N#Cc1ccc(-c2nc3cc(Cl)ccc3c(=O)n2O)cc1 is entered as 0, -1, -1, 1, -7, -7, -7, -0.5, 8, 1.6
COC(=O)c1ccccc1NC(=O)c1cccnc1 is entered as 17, 2, 1, -2, 2, -10, -1, -0.1, 9, -1.9

Next section.
SMILES | ADAM10 inh | GC-A act | ASAP1 GAP inh | rCAG RNA binder | DDE Tn6 FP inh | ARFGAP1 inh | GC-B act | KLK7 zymogen act | sPLA2-III inh | GAA850 FXN act
COC(=O)c1cc(NS(=O)(=O)c2cccs2)cc(NS(=O)(=O)c2cccs2)c1 | -7 | 1 | 4 | 15 | 3 | 0 | 0 | 0.0 | 3 | 0.7
CN1CC(=O)N(CC(=O)Nc2ccc(Cl)c(C(F)(F)F)c2)C1=O | 1 | -4 | -1 | -1 | -5 | 8 | -1 | 0.1 | -8 | -2.8
O=C(Nc1cc2c3c(c1)CC(=O)N3CCC2)c1ccccc1F | -3 | 3 | -1 | 3 | 3 | 8 | 2 | 0.3 | -16 | 0.7
Cc1ccccc1NC(=O)CCN1C(=O)c2ccccc2C1=O | -3 | 2 | 7 | -4 | 8 | 3 | 0 | 0.1 | 2 | 1.2
COc1ccccc1CCC(=O)OCC(=O)NC1CCCCC1 | -13 | 0 | -11 | -8 | 2 | -5 | 4 | -0.4 | 2 | -1.8
Cc1ccc(Nc2cc(C)nc3ccccc23)c(C)c1 | 6 | 4 | 7 | 7 | 11 | -12 | -8 | -0.3 | -7 | -3.0
COC(=O)c1cnn2c1C(=O)N(Cc1cccs1)CC2 | -5 | 1 | 10 | 0 | 5 | 4 | 3 | 0.1 | 6 | 0.1
CN1CCN(c2ccc(NC(=O)c3cccs3)cc2)CC1 | -2 | -3 | 1 | 1 | 0 | 13 | 4 | 0.5 | 0 | 7.0
COc1cccc(/C=N/NC(=O)C(C)Sc2ccccc2)c1 (stereo not drawn) | -9 | -1 | 2 | -4 | 0 | 3 | 4 | -1.0 | 2 | 0.8
COc1cccc(N2CCN(C(=O)c3ccc4ccccc4c3)CC2)c1 | 3 | -1 | -11 | -5 | -4 | -13 | -3 | -0.5 | -3 | 4.1
CC(OC(=O)c1cccc(-n2cnnn2)c1)C(=O)N(C)c1ccccc1 (stereo not drawn) | 0 | 0 | 1 | -6 | -8 | 0 | 0 | -0.1 | -3 | 1.1
Cc1ccc(Cl)cc1N1CCN(C(=O)C2CCN(c3nnc(-n4cccc4)s3)CC2)CC1 | -3 | -2 | -3 | 6 | -7 | -12 | 4 | -0.4 | -4 | 8.2*
COc1cccc(/C=N/Nc2snc(SC)c2C#N)c1 | 10 | 3 | -7 | 47* | -2 | -2 | -4 | -0.3 | 7 | 1.6
COc1ccc(C(=O)COC(=O)CNC(=O)c2ccc(Cl)cc2Cl)c(OC)c1 | -2 | 1 | -7 | 4 | 0 | -6 | -1 | -0.1 | 0 | 0.1
O=C(NCc1cccnc1)c1csc([C@@H]2O[C@H](CO)[C@H](O)[C@H](O)[C@H]2O)n1 | -3 | 0 | -4 | 2 | 8 | 15 | 3 | -0.8 | -2 | 1.8
O=C(O)c1cccc(N2C(=O)c3cccc4c(Cl)ccc(c34)C2=O)c1 | -24 | -5 | -2 | -1 | -8 | 1 | 1 | 5.9 | -4 | 3.4
O=C(Nc1ccccc1F)Nc1ccccc1Br | -6 | 6 | 5 | -2 | -8 | -4 | -6 | 0.1 | 9 | 2.5
COc1ccc(C(=O)N2C(=O)c3ccc(N)cc3C2=O)cc1 | -14 | 3 | 3 | 0 | 4 | -9 | -6 | 4.0 | 3 | 2.4
CCCn1nnnc1NC(=O)COc1ccc(CC)cc1 | -9 | -1 | -13 | -1 | 0 | -4 | 1 | 0.7 | -2 | 0.8
Cc1cc(C)c(NC(=O)CN2CCOCCOCCOCCOCC2)c(C)c1 | 2 | 0 | 11 | 2 | -2 | -4 | 0 | 0.0 | 8 | -0.3
CCCCC(=O)NC(=S)Nc1c(C)cc(Br)cc1C | 14 | 2 | 0 | 0 | 8 | -1 | 4 | 0.2 | 9 | 1.0
Cc1cc(C)n2nc(SCc3nnc(SCc4ccccc4Cl)s3)nc2n1 | 1 | 1 | 11 | -2 | -7 | 7 | -2 | -0.2 | 6 | -1.9
CCCC1CCC2(CC1)CCC2OC(=S)Nc1ccccc1Cl (stereo not drawn) | 2 | -1 | nt | nt | -3 | nt | 0 | nt | -2 | nt
O=C(Cc1ccc(Cl)cc1)Nc1cccc2ncccc12 | -3 | nt | -1 | 0 | 4 | 17 | nt | 1.4 | -4 | -0.2
COC(=O)C1=C(C)NC(=O)/C1=C\c1cc(C)n(-c2ccccc2F)c1C | -6 | 3 | -4 | 6 | 0 | -3 | 2 | 2.7 | -6 | 1.4
COc1ccc(-c2ccc(C(=O)Nc3cccc(F)c3)c3occc23)c(C)c1 | -15 | -3 | -4 | 6 | -3 | 9 | -5 | -5.2 | 4 | -1.2
CCCCn1c(N)c(N(CCOC)C(=O)C2CC(=O)N(Cc3ccc(C)cc3)C2)c(=O)[nH]c1=O (stereo not drawn) | -3 | -1 | -2 | -6 | 5 | -4 | 9 | -0.2 | 3 | -1.9
NC(=O)c1ccc(NC(=O)COC(=O)/C=C/c2cn(-c3ccccc3)nc2-c2cccnc2)cc1 | -81 | -1 | 12 | 11 | 4 | 30* | -8 | -5.6 | 6 | 1.5
Cc1ccc(-c2nc(CS(=O)CC(=O)NCCCN3CCN(Cc4ccccc4)CC3)c(C)o2)cc1 (stereo not drawn) | -6 | 11 | 0 | -6 | -5 | 2 | -2 | 0.2 | -4 | -2.0

Assay outcomes (PubChem)
